Screening results from PubChem BioAssay.
Nrf2 ARE act: qHTS of Nrf2 Activators. Potency, µM (titrated, usually from 46.1 µM), without a hit: at the top dose activation, usual class: activators. 410,000 tested, 0.31% active. AREc32 ARE-luciferase reporter (MCF7-derived line), luminescence, 24 h. AID 624171, 2012; further: potency means the concentration at half of the fitted maximal effect; % of control where 0% means no effect; nearly all actives have a fitted effect of over 65% in size
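Luciferase luminescence (Steady-Glo, 30 min at room temperature) served as the read-out of ARE activation in AREc32 cells treated with compounds for 24 hr at 37 deg C.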
S2 tox: Viability Counterscreen for Primary qHTS for Inhibitors of ATXN expression | S2 cells (HEK-293 line with an ATXN2-luciferase reporter) viability, CellTiter-Fluor protease fluorescence, 24 h | Potency, µM (titrated, usually from 56.7 µM), actives largely listed as cytotoxic | 400,000 tested, 0.49% active | AID 651635, 2014; further: potency means the concentration at half of the fitted maximal effect; nearly all actives have a fitted effect of over 40% in size
Nrf2 block: Nrf2 qHTS screen for inhibitors. 360,000 tested, 2.1% active. AID 504444, 2011. A549 ARE-Fluc reporter, luciferase luminescence, 18-24 h. Potency, µM (titrated, usually from 46 µM), for the others: top-dose activity change, negative = inhibition, usual class: inhibitors; further: potency means the concentration at half of the fitted maximal effect; on the % scale 0 is the no-effect control and ±100 the full control effect; nearly all actives have a fitted effect of over 60% in size
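A549 ARE_Fluc cells, 5000/well, 5% FBS OPTI-MEM; compounds in dose-response, 18-24 h at 37 °C/5% CO2; CellTiter-Fluor viability read (Ex 405/Em 525), then BugLite luciferase luminescence = Nrf2 activity.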
TGFb inhibitor: qHTS for Inhibitors of TGF-b. Potency, µM (series often up to 46.1 µM), for inactives: at the highest dose activity, negative = inhibition, actives largely listed as inhibitors. AID 588855, 2011. HepG2 CAGA-GFP TGF-b/SMAD3 reporter, GFP fluorescence, 18 h; TGF-beta stimulated, 500 pg/mL final. 410,000 tested, 1.2% active; further: potency means the concentration at half of the fitted maximal effect; on the % scale 0 is the no-effect control and ±100 the full control effect; nearly all actives have a fitted effect of over 65% in size
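GFP signal (ex488/em500-530) from TGF-beta-stimulated HEPG2 CAGA-GFP cells, 500 pg/mL final, 18 h at 37 degrees C in DMEM plus 1% FBS, normalized to unstimulated and DMSO-stimulated controls.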
EPAC2 ag: qHTS for Agonist of cAMP-regulated guanine nucleotide exchange factor 4 (EPAC2): primary screen. EPAC2 activation, biochemical qHTS; response scale: 100% = 6.5 mM cAMP response. Potency, µM (highest dose often 154 µM), inactives show top-dose activation, most hits filed as activators. 360,000 tested, 0.079% active. AID 720711, 2013; further: potency means the concentration at half of the fitted maximal effect; nearly all actives have a fitted effect of over 50% in size
Target sequence (Q8WZA2 whole entry, looked up): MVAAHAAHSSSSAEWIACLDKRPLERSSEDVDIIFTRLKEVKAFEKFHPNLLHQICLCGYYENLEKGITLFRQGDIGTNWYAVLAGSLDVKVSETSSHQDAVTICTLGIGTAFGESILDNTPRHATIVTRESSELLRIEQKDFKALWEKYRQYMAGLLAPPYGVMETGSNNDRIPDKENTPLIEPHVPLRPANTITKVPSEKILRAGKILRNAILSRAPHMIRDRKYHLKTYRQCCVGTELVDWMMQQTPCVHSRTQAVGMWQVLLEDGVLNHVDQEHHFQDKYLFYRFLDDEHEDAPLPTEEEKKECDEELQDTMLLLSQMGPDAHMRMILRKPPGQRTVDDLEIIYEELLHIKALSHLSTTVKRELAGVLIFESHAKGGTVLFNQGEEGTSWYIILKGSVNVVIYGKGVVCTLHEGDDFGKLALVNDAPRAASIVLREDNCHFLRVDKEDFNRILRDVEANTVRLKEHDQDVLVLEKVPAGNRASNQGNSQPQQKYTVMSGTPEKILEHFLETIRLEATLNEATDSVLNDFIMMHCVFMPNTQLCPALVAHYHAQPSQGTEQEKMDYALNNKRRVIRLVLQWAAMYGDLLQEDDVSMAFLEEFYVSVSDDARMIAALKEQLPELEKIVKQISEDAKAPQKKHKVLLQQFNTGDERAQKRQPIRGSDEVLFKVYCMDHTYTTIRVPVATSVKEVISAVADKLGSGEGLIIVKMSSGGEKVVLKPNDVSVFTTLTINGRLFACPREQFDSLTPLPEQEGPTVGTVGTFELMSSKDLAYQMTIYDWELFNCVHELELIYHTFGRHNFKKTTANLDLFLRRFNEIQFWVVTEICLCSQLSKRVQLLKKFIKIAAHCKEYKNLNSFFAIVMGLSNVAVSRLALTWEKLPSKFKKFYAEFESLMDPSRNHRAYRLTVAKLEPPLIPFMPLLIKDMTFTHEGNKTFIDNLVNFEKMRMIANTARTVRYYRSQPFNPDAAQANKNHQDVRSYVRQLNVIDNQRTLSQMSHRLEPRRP
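Compounds were titrated in qHTS against a Rap1B-BODIPY-GDP (250 nM) complex with EPAC2 (100 nM) and GDP (50 uM). BODIPY-GDP release tracked at 480/540 nm over 30 min at room temperature, normalized to 6.5 mM cAMP.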
A549 tox: Nrf2 qHTS screen for inhibitors: counterscreen for cytotoxicity | Potency, µM (series often up to 46 µM), inactives show at the top dose activity change, negative = cytotoxicity, most hits filed as inhibitors | 390,000 tested, 0.16% active | A549 ARE-Fluc cells, CellTiter-Fluor viability, 18-24 h; further: potency means the concentration at half of the fitted maximal effect; on the % scale 0 is the no-effect control and ±100 the full control effect
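A549 ARE-Fluc cells in 5% FBS OPTI-MEM, 5000 cells/well, rested 2 h then exposed to compounds in concentration-response for 18-24 h at 37 °C. Viability by CellTiter-Fluor fluorescence (Ex 405/Em 525) after 30 min; luciferase luminescence (BugLite, 15 min, RT) read afterwards.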
IL-2 act: qHTS of IL-2 Activators; IL-2 activation reporter assay, cell-based qHTS; stimulated with anti-CD3/CD4/CD28 beads; in transgenic mouse T cells; activation, % (series mostly up to about 46 µM); 360,000 tested, 0.065% active; AID 652025, 2013; in the data active means activation above about 50%; inconclusive means mostly about 30% to 49%; further: 0% is about no effect
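Unstimulated transgenic mouse T cells; 60-min compound exposure; bead-based TCR/CD4/CD28 stimulation; 18 h culture, 37 degrees C; dual fluorescence (EGFP, DsRed) plate cytometry.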
HepG2 tox: qHTS for Inhibitors of TGF-b: Cytotox Counterscreen | HepG2 CAGA-GFP viability, ATP luminescence, 18 h | Potency, µM (titrated, usually from 46.1 µM), for the others: at the highest dose activity change, negative = cytotoxicity, actives largely listed as cytotoxic | 410,000 tested, 0.76% active | AID 588856, 2011; further: potency means the concentration at half of the fitted maximal effect; some results filed as inactive show a strong effect at the top dose
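HepG2 CAGA-GFP cells (1000/well, DMEM with 1% FBS) received compound, then TGF-beta at 500 pg/mL final, and were incubated 18 hours at 37 degrees C. Viability was read by CellTiter-Glo luminescence. Media-only wells were set as complete cell-killing and DMSO as no toxicity.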
ATXN2 expr inh: Primary qHTS for Inhibitors of ATXN expression; HEK-293 ATXN2-luciferase reporter, luminescence, 24 h; Potency, µM (titrated, usually from 57 µM), inactives show top-dose activity change, negative = inhibition, actives largely listed as inhibitors; 360,000 tested, 0.72% active; AID 1745845, 2022; further: potency means the concentration at half of the fitted maximal effect; on the % scale 0 is the no-effect control and ±100 the full control effect; nearly all actives have a fitted effect of over 55% in size
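qHTS (up to 57 uM final) was run with 24 h compound exposure of reporter cells at 37 °C. Each well was multiplexed: SteadyGlo luminescence measured ATXN2-luciferase expression after a fluorogenic Gly-Phe-AFC viability readout (25 uM final).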
* hit, by the source's call; i = inactive; ? = inconclusive; / = no result given; & = joins results of further samples; [ ] = another dose, or the depositor's remark. Unless noted, the call rests on the fitted dose curve; in most records, active means well fitted curve in the direction sought with a large enough effect; inconclusive means small, poorly fitted or top-dose-only effect, or another doubt; inactive means no such curve, though single readings can be large; an effect the other way counts as inactive or inconclusive.

Each structure is followed by: Nrf2 ARE act	S2 tox	Nrf2 block	TGFb inhibitor	EPAC2 ag	A549 tox	IL-2 act	HepG2 tox	ATXN2 expr inh
Cc1ccc(OCC(=O)N2CCC(N3CC(C)CC(C)C3)CC2)cc1 (stereo not given)
    0.3%	i	-5%	-6%	-5%	-3%	-4.5	-49%	-4%
Cc1ccsc1CN(Cc1ccco1)c1cnc(S(C)(=O)=O)nc1C(=O)Nc1ccc(Cl)cc1
    7.1%	i	10%	-14%	/	3%	/	-3%	16%
O=c1c(CN2CCN(Cc3ccccc3)CC2)coc2ccc(Cl)cc12
    2.7%	i	/	-9%	2%	-2%	1.6	-8%	40%[activator]
CCCCc1ccc(NC=C2C(=O)OC3(CCCCC3)OC2=O)cc1
    -0.3%	i	1%	-2%	-1%	-3%	-2.5	0%	-7%
S=c1[nH]nc(-c2ccc3ccccc3n2)n1-c1cc(Cl)cc(Cl)c1
    2.4%	?	-2%	-13%	-2%	-2%	2.1	8%	4%
CCc1ccc(NC(=O)Nc2nnc(N(C)C3CCCCC3)s2)cc1
    -1.3%	i	13%	20%	/	0%	/	17%	9%
C#CCOCCOCCOCCNc1nc(N2CCN(C(=O)[C@H](CCCCN)n3cc(CC(C)O)nn3)CC2)nc(N2CCN(C(=O)[C@H](Cc3ccc(O)cc3)n3cc(CCO)nn3)CC2)n1 (stereo not given in full)
    0.6%	i	-1%	-2%	-4%	-3%	-0.4	-2%	3%
CCOC(=O)c1c(NC(=O)COc2ccc(OC)cc2)sc(C(=O)N(CC)CC)c1C
    -1.1%	/	23µM*	/	/	-22%	/	-32%	/
Cc1ccc(-c2n[nH]c(=O)c3ccccc23)cc1S(=O)(=O)NC(C)(C)C
    0.5%[9.22 µM]	i	?	-1%	4%	0%	-3.9	-9%	-5%
O=C(Nc1ccc(F)cc1)C1C(c2ccccc2)C1(Cl)Cl (stereo not given)
    1.8%	?	?	16µM*	13%	10%	0.3	-31%	?
CN1CCc2c(sc3c2C(=O)NC(c2ccco2)N3)C1 (stereo not given)
    4.6%	i	11%	-2%	3%	12%	-2.3	1%	15%
COc1cccc(N=C(N)N)c1
    0.2%	i	5%	-16%	5%	-3%	0.4	-1%	-5%
CC(C)C[C@@H](COCc1ccc(C(F)(F)F)cc1)N1CCN(C(=O)c2ccc(C(F)(F)F)cc2)CCC1=O
    1.5%	?	/	/	-16%	/	-1.1	/	?
Cc1ccccc1OCC(=O)Nc1cc(-c2cccc(Br)c2)nn1-c1ccccc1
    0.1%	i	/	-1%	/	-3%	/	-2%	7%
CCOC(=O)C1CCN(C(=O)Cn2nc(C)n3c(cc4cc(C)ccc43)c2=O)CC1
    -0.4%&1.8%	i	?	-1%&0%	0%	1%&2%	-1.4	-4%&-10%	14%
O=C(COc1ccc(-n2cnnn2)cc1)Nc1ccccc1Cl
    -1.1%	i	-8%	-7%	13%	1%	0.6	-2%	0%
CCOc1ccc(N2C(=O)CC(NCC3CCCO3)C2=O)cc1 (stereo not given)
    0.3%	i	10%	-21%	17%	5%	0.3	1%	-20%
CCC(C)C(NC(=O)C(C)NC(=O)CNC(=O)CNC(=O)OCc1ccccc1)C(=O)OC (stereo not given)
    -0.9%	i	6%	8%	7%	-4%	0.2	-2%	6%
CCOC(=O)c1sc2ncn(CC(=O)Nc3ccc(N(C)C)cc3)c(=O)c2c1C
    -0.8%	i	-3%[9.27 µM]	?	/	-1%	/	-2%	1%
CCCN(Cc1ccccc1)S(=O)(=O)c1ccc(N2C(=O)CCC2=O)cc1
    -0.4%	i	6%	30%	-1%[15.6 µM]	-5%	0.8	-9%	-12%

(list continues)
Each structure is followed by: Nrf2 ARE act	S2 tox	Nrf2 block	TGFb inhibitor	EPAC2 ag	A549 tox	IL-2 act	HepG2 tox	ATXN2 expr inh
CCc1ccc(NC(=O)C2CCN(S(=O)(=O)c3cnc[nH]3)CC2)cc1
    -0.7%	i	-2%	-1%	8%	-10%	1.3	12%	-1%
COc1ccc(OCC(=O)NNC(=O)c2nn(C)c(=O)c3ccccc23)cc1
    0.7%	i	-6%	-5%	-5%	-4%	-0.3	-11%	-2%
Cc1cc(C(=O)OCC(=O)NCc2cccs2)c2ccccc2n1
    1.8%	i	4%	-2%	4%	8%	-2.0	2%	-28%
Cc1ccsc1C(=O)NNC(=O)c1ccc(NS(=O)(=O)c2cccs2)cc1
    -0.4%	i	0%	3%	4%	-4%	-1.3	-13%	3%
Cc1cc(C)cc(N(C(C)C(=O)N2CCCC2)S(C)(=O)=O)c1 (stereo not given)
    0.0%	i	-3%	-1%	10%	2%	-0.2	4%	-12%
O=C(Nc1ccnn1C1CCN(Cc2ccc(CO)o2)CC1)c1ccccc1Cl
    -0.8%	i	20%	-14%	11%	-3%	-0.2	-11%	0%
COc1ccc(CCN2C(=O)C(O)=C(C(=O)c3ccco3)C2c2cccs2)cc1OC (stereo not given)
    1.7%	i	12%	-1%	-6%	-11%	-2.4	-1%	0%
Cc1ccc(S(=O)(=O)NCC2CCCO2)cc1[N+](=O)[O-] (stereo not given)
    0.1%	?	3%	-18%	10%	10%	-0.2	-11%	3%
COc1cccc(CNC(=O)COC(=O)/C=C/c2ccc(SC)cc2)c1
    0.2%	i	5%	4%	-3%	-6%	1.7	-3%	-11%
Cc1cc(C)n(-c2ccc(Cl)c(Cl)c2)n1
    -0.5%	i	16%	-2%	2%	-3%	-2.7	-12%	15%
COc1cc(NC(=O)c2cc(-c3cccc(Cl)c3)on2)c(OC)cc1Cl
    10.0%	i	7%	1%	/	10%	/	-15%	-6%
O=C(c1cc(-c2cccc(Cl)c2)nc2ccccc12)N1CCCC1
    3.3%	i	-5%	3%	1%	-1%	-3.0	-19%	8%
Cc1ccc(NC(=O)[C@H](Cc2c[nH]c3ccccc23)NC(=O)[C@@H]2Cc3ccccc3CN2)c(C)c1
    -2.3%	?	?	-28%	-11%	?	0.9	-46%	-2%
CN(c1ccccc1)S(=O)(=O)c1nnc(NC(=O)COc2ccccc2F)s1
    -0.1%	?	-3%	-19%	10%	1%	1.6	-8%	/
O=C(CN1CCC(c2nc3ccccc3[nH]2)CC1)NCc1ccc2c(c1)OCO2
    -0.7%	i	-7%	0%	6%	11%	0.2	-17%	2%
Cn1c(N)c(C(=O)COC(=O)CCC(=O)c2cccs2)c(=O)n(C)c1=O
    4.1%	i	18%	-1%	-2%	-4%	-1.1	3%	4%
CN(CCC#N)C(=O)COC(=O)c1ccc2[nH]c3c(c2c1)CCCC3
    -1.0%	i	?	0%	8%	-2%	-0.2	-13%	89%[activator]
CCOC(=O)c1sc(NC(=O)C(C)Sc2nc(-c3ccccc3)cc(C(F)(F)F)n2)c(C(=O)OC)c1C (stereo not given)
    -0.7%	?	1%	11%	/	-7%	/	-9%	0%
CC(C)CNc1ncnc2c1nnn2C
    2.2%	/	/	-15%	/	-9%	/	-17%	/
Cc1ccc(OC(C)C(=O)Nc2nonc2-c2ccc(Br)cc2)cc1C (stereo not given)
    7.1%	?	-18%	?	/	-1%	/	-42%	?

Three compounds picked at random from those above, as already listed:
Each structure is followed by: Nrf2 ARE act	S2 tox	Nrf2 block	TGFb inhibitor	EPAC2 ag	A549 tox	IL-2 act	HepG2 tox	ATXN2 expr inh
CN(CCC#N)C(=O)COC(=O)c1ccc2[nH]c3c(c2c1)CCCC3
    -1.0%	i	?	0%	8%	-2%	-0.2	-13%	89%[activator]
COc1cccc(CNC(=O)COC(=O)/C=C/c2ccc(SC)cc2)c1
    0.2%	i	5%	4%	-3%	-6%	1.7	-3%	-11%
Cc1cc(C(=O)OCC(=O)NCc2cccs2)c2ccccc2n1
    1.8%	i	4%	-2%	4%	8%	-2.0	2%	-28%

(next part)
Each structure is followed by: Nrf2 ARE act	S2 tox	Nrf2 block	TGFb inhibitor	EPAC2 ag	A549 tox	IL-2 act	HepG2 tox	ATXN2 expr inh
CCC1(CC)NC(=O)N(CC(=O)OCC(=O)Nc2sccc2C#N)C1=O
    0.3%	i	7%	-20%	4%	3%	-5.9	-21%	3%
Clc1ccc2c(N3CCOCC3)ccnc2c1
    -0.3%	i	?	0%	7%	1%	-0.7	2%	-23%
CC(C)Cn1cc(C(=O)NCC2CCCO2)c2c3ccccc3n(C)c2c1=O (stereo not given)
    -0.6%	i	/	-7%	1%	0%	-1.2	-12%	-8%
CCOc1ccc(CC(C(N)=O)C(N)=O)cc1
    0.2%	i	-18%	2%	0%	6%	-2.1	1%	25%
Cc1ccc(S(=O)(=O)N(CC(=O)NCc2ccco2)c2ccccc2C)cc1
    2.0%	i	4%	21%	4%	2%	-0.6	1%	-4%
O=C(NCc1ccco1)c1sc2cc(F)ccc2c1Cl
    ?	i	10%	-8%	20%	?	-1.6	-25%	23%
COc1ccc(-c2cc(C(C)=O)c(C)n2CCC(=O)NC2CCCCC2)cc1
    15%	/	/	-24%	/	13%	/	-10%	/
Cc1cnc(C(=O)NCc2ccc(Cl)cc2Cl)cn1
    -0.2%	i	-5%	1%	-4%	3%	-1.3	10%	-31%
CC(=O)Nc1ccc(C2=NNC(=NCC3CCCO3)SC2)cc1 (stereo not given)
    -0.3%[9.22 µM]	i	10%	-20%	-5%	8%	-0.4	-54%	15%
CCOC(=O)CNC(=S)N(Cc1cccs1)C1CCCCC1
    0.1%	i	1%	6%	5%	0%	-0.2	27%	0%
CCc1ccccc1NC(=O)CN(c1ccc(OC)cc1OC)S(=O)(=O)c1ccccc1
    -0.7%	i	8%	-13%	7%	0%	0.3	-24%	-25%
